CBFb-RUNX1 inh: blocks binding between human CBF-beta and RUNX1 | Q01196+Q13951 | AlphaScreen CBFb-His/RUNX1-biotin binding, biochemical | Potency, µM (doses to about 59.8 µM), without a hit: top-dose activity, negative = inhibition, usual class: inhibitors | 230,000 tested, under 10 active | AID 1477; also: % of control where 0% means no effect
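Inhibition was taken as any reduction in AlphaScreen signal from the CBF-beta–RUNX1 pair (His and biotin tags, 30 nM each), measured after compound (15 min) and bead (90 min) incubations at room temperature.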
Tau FP inhib: inhibitors of human tau fibril formation. AID 1468. K18 P301L tau heparin fibrillization, Alexa594 FP, 6 h. Potency, µM (top dose mostly 57.7 µM), for the others: at the highest dose activity, negative = inhibition, usual class: inhibitors. 280,000 tested, 0.39% active; also: potency is read from the fitted curve at half-maximal effect; % is scaled to controls: 0 for no effect and ±100 for the full control effect; nearly all actives have a fitted effect of over 55% in size
Target sequence (P10636 561-689 P618L limits assumed): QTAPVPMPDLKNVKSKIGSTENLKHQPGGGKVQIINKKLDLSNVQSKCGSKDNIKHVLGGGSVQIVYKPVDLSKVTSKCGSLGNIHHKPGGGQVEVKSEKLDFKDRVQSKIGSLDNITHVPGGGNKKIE
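Quantitative HTS format: compounds meet 15 uM recombinant K18 P301L tau and Alexa 594-tau tracer in 100 mM sodium acetate pH 7; 20 uM heparin triggers fibrillization at 37 C over 6 hr; FP gives the signal.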
Tau fluor counter: counter-screen for tau fibril formation inhibitors. 280,000 tested, 0.93% active. tau K18 P301L (four-repeat tau fragment) Alexa594 fluorescence, heparin fibrillization. Potency, µM (titrated, usually from 57.7 µM), for the others: at the top dose activity change, negative = decrease; also: potency is read from the fitted curve at half-maximal effect; % is scaled to controls: 0 for no effect and ±100 for the full control effect; nearly all actives have a fitted effect of over 55% in size
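Human K18 P301L tau (15 uM unlabeled plus 0.24 uM Alexa 594-labeled, final) in 100 mM sodium acetate pH 7 was mixed with compound and 20 uM heparin and incubated 6 hr at 37 C.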
NPSR antagonist: neuropeptide S receptor (human) antagonism, cAMP | Q6W5P4 | CHO-NPSR cells, cAMP TR-FRET, antagonist mode | Potency, µM (series often up to 38.3 µM), inactives show at the highest dose activity change, negative = inhibition, hits mostly inhibitors | 220,000 tested, 1% active | AID 1461; also: potency is read from the fitted curve at half-maximal effect; % is scaled to controls: 0 for no effect and ±100 for the full control effect; nearly all actives have a fitted effect of over 50% in size; many of its hits are not listed in these tables
TRb SRC2 PPI: inhibitors of human thyroid hormone receptor beta-SRC2 interaction; P10828; TRbeta-SRC2 peptide binding, fluorescence polarization; receptor liganded with 1 µM T3; Potency, µM (top dose mostly 106 µM), without a hit: at the top dose activity change, negative = inhibition, hits mostly inhibitors; 280,000 tested, 0.065% active;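 also: potency is read from the fitted curve at half-maximal effect; plate controls were bound peptide for no effect and peptide without receptor for full effect; nearly all actives have a fitted effect of over 50% in size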
Target sequence (P10828 whole entry, looked up): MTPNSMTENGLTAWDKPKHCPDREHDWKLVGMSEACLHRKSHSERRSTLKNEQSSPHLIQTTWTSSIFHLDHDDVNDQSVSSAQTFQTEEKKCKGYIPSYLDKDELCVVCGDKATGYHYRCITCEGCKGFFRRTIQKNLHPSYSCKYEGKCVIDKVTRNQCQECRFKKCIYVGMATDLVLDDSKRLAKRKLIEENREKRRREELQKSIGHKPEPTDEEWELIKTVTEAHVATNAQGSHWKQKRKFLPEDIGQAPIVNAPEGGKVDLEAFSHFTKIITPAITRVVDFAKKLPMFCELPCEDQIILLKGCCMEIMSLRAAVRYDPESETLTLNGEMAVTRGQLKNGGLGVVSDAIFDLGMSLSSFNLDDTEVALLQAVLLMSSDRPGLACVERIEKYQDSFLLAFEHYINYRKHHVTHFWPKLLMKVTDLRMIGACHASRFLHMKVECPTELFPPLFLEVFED
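Binding of a 20-amino-acid Texas Red SRC2 peptide (20 nM) to TRb ligand-binding domain (0.6 uM) with agonist T3 at 1 uM was followed by fluorescence polarization after a 5 hr room-temperature incubation.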
TexasRed fluor: counter-screen for TRb-SRC2 inhibitors: fluorescence interference; TRb/SRC2 Texas Red total fluorescence interference; Potency, µM (top dose mostly 106 µM), inactives show at the highest dose fluorescence change, negative = quenching; 280,000 tested, 0.29% active; active = well fitted curve in either direction with a large enough effect; inconclusive = small, poorly fitted or top-dose-only effect; also: potency is read from the fitted curve at half-maximal effect; % is scaled to controls: 0 for no effect and ±100 for the full control effect
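Flags fluorescent or light-absorbing compounds by total fluorescence, S + 2P, at 555 nm excitation and 632 nm emission. Mixture: 20 nM Texas Red SRC2 peptide, 0.6 uM human TRb LBD, 1 uM T3, 5% DMSO; compound exposure 5 h at ambient temperature.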
aGal spleen mod: inhibits or activates alpha-galactosidase in human spleen homogenate; Potency, µM (series often up to 80 µM), for inactives: at the top dose activity change, negative = inhibition, hits mostly inhibitors; 240,000 tested, 0.008% active; human spleen homogenate, 4MU-alpha-Gal fluorescence, 40 min; P06280;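 also: potency is read from the fitted curve at half-maximal effect; 0% = enzyme with vehicle and -100% = no enzyme basal signal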
Target sequence (P06280 32-429 limits assumed): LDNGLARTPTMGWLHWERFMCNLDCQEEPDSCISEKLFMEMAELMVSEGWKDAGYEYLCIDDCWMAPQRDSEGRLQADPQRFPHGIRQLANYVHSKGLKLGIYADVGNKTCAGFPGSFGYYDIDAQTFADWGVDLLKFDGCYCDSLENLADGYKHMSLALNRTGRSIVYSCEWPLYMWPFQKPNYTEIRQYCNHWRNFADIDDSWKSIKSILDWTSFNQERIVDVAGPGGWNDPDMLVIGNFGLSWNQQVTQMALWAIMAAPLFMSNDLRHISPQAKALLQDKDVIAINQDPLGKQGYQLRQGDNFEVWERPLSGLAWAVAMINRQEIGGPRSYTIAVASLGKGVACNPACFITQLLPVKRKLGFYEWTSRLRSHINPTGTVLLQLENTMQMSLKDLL
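Fluorogenic readout (Ex 365/Em 440 nm) of 4-methylumbelliferone released from 1 mM 4-MU-alpha-galactoside by spleen homogenate, 40 min at 37C, pH 5.0. Data normalized to no-enzyme and enzyme controls; Hill-equation AC50 from compound titrations.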
Epigenetic derep: derepresses silenced GFP reporter in murine cells; 280,000 tested, 0.2% active; Potency, µM (top dose mostly 53.9 µM), without a hit: at the top dose GFP activation, hits mostly activators; murine LDR cells, GFP reporter derepression, 30 h; AID 1865; also: potency is read from the fitted curve at half-maximal effect; % of control where 0% means no effect; nearly all actives have a fitted effect of over 60% in size
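Reporter derepression read as number of fluorescent GFP-positive objects, 20-120 um in size, counted by laser-scanning cytometer. Mouse LDR line with an epigenetically silenced CMV-GFP locus; compound incubation 30 h, 37 C.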
* hit, by the source's call; ? = inconclusive; . = no result given; & = joins results of further samples; [ ] = remark or other dose. Unless noted, calls follow the shape of the dose curve; as a rule, active = well fitted curve in the direction sought with a large enough effect; inconclusive = small, poorly fitted or top-dose-only effect, or another doubt; inactive = no such curve, though single readings can be large; an effect the other way counts as inactive or inconclusive.

SMILES	CBFb-RUNX1 inh	Tau FP inhib	Tau fluor counter	NPSR antagonist	TRb SRC2 PPI	TexasRed fluor	aGal spleen mod	Epigenetic derep
O=C1CCCN1c1ccc(S(=O)(=O)Oc2cccc(Cl)c2)cc1[N+](=O)[O-]	-16%	3%	-23%	-18%[46.1 µM]	1%	-5%	5%	1.3%
O=C(O)c1ccc(/C=C/c2nc3sc4c(c3c(=O)[nH]2)CCC4)cc1	-25%	4%	-1%	-5%	6%	-5%	0%	-2.7%
CCc1ccc(/C=C(\Cl)c2nc3cc(Cl)ccc3c(=O)[nH]2)cc1	0%	1%	-15%	-12%	-3%	0%	-5%	0.0%
COc1ccc(OC)c(CNC(=O)c2ccc(-c3nc(CSc4ccccc4)c(C)o3)cc2)c1	.	-12%	-26%	.	0%	-2%	.	-1.8%
CC1(C)CC(=O)C2=C(C1)N(c1ccccc1)C(=O)C2(O)C(F)(F)F (stereo not given)	-6%	-9%	2%	0%	0%	-1%	-2%	0.0%
O=S(=O)(NCc1cccc(C(F)(F)F)c1)NCc1ccccc1F	-4%	13%	-5%	3%	4%	-3%	11%	-2.7%
COc1ccc(C2C(C#N)=C(N)Oc3cc4c(cc32)OCO4)cc1 (stereo not given)	-1%	9%	-24%	-8%[46.1 µM]	6%	-1%	7%	-1.1%
COCCn1c(SCC(=O)c2c[nH]c3ccccc23)nc2cc(C(=O)NC(C)C)ccc2c1=O	.	-13%	?	.	2%	0%	.	?
CCOC(=O)C(C)c1c(C)[nH]c(=S)[nH]c1=O (stereo not given)	-9%	2%	-2%	0%[46.1 µM]	-2%	-2%	1%	-1.9%
CCOC(=O)c1c(NC(=O)CSc2nncn2C)sc(C)c1C	2%	-2%	-10%	-6%[46.1 µM]	3%	0%	2%	?
CC1CCCC(NC(=O)COC(=O)CCSc2ccccc2)C1C (stereo not given)	-6%	5%	0%	4%	-5%	0%	-4%	2.5%
CCn1nnnc1SCC(=O)c1ccc(C)cc1	7%	-10%	-10%	-3%[46.1 µM]	-18%	-1%	9%	-1.2%
COC(=O)C1=C(C)N(Cc2ccco2)C(=O)N[C@H]1c1cccc(C(F)(F)F)c1	-8%	-4%&5%	-7%&-16%	-9%	7%&3%	1%&0%	-3%&-8%	1.1%&1.7%
c1ccc(-n2cc(CN3CCCC(CN4CCCC4)C3)c(-c3ccc4c(c3)OCO4)n2)cc1 (stereo not given)	9%	-1%	-8%	9%	5%[53 µM]	1%[53 µM]	5%	7.5%
Cc1nc2c(C(=O)N3CCCC3)cnn2c(C)c1Cc1c(F)cccc1Cl	2%	5%	-3%	-10%[46.1 µM]	-2%	0%	-3%	0.8%
Cc1ccc(S(=O)(=O)N2CCN(S(=O)(=O)N3CCOCC3)CC2)cc1C	1%	-11%	2%	-9%[46.1 µM]	-2%	-4%	-2%	-0.8%
NC(=S)N=Nc1c(O)[nH]c2ccc(F)cc12	-2%	9%	-5%	-13%	-3%	-7%	1%	3.2%
Cc1ccc(S(=O)(=O)C2(C(=O)NC3CCCC3)CC2)cc1	0%	-12%	-1%	1%[46.1 µM]	-7%	-2%	0%	-1.1%
COc1cc(C)c2c(=O)cc(-c3ccccc3)oc2c1	.	?	?	.	0%	0%	5%	0.1%
CC(=O)N1CCCC(C(=O)c2ccc(Oc3ccccc3)cc2)C1 (stereo not given)	2%	-3%	-5%	29%	3%[53 µM]	0%[53 µM]	1%	2.4%
COc1ccc(Br)cc1S(=O)(=O)N1CCN=C1C	-2%	-4%	-5%	8%[46.1 µM]	0%	0%	0%	-1.0%
Cc1cc(C)nc(SCc2cn3c(C)cc(C)nc3n2)n1	13%	2%	-3%	1%	-1%	-3%	5%	-1.1%
Cc1oc(CC(C)C)c(CN)c1C(=O)O	-5%	2%	3%	-2%[46.1 µM]	-4%	0%	-1%	-1.2%
O=C(Nc1ccc(Cl)cc1)Nc1nnc(CSc2ccc(Cl)cc2)s1	-2%	?	-28%	14%	3%	12%	4%	1.0%
CCOC(=O)c1c(S(=O)(=O)N2CCCC(C(=O)NCc3ccccc3Cl)C2)c(C)n(C)c1C (stereo not given)	.	-4%	-5%	.	-8%	?	.	0.0%
Cc1ccc(-c2nc3scc(CCNS(=O)(=O)c4ccc(Oc5ccccc5)cc4)n3n2)cc1	.	?	-20%	.	4%	-2%	.	6.0%
COc1ccc(C)cc1NC(=O)COC(=O)C1CCN(C(=O)c2ccc(Cl)cc2)CC1	15%	-7%	-10%	-11%	-1%	-6%	6%	1.1%
Cc1c(CC(=O)NCc2ccccc2)c(=O)oc2c(C)c(O)ccc12	.	-11%	-9%	.	2%	3%	.	2.7%
Cc1ccccc1CSc1ccc(-c2ccc3c(c2)OCO3)nn1	-3%	?	-22%	16%	3%	2%	1%	-2.2%
CC(=O)c1cc2c(cc1O)OC(C)(C)C=C2	2%	-1%	-8%	.	11%	-2%	14%	0.0%
CCOC(=O)C1CCN(C(=O)c2cc3cc(Br)ccc3oc2=O)CC1	9%	3%	1%	2%	-4%	2%	-9%	2.6%
O=C(/C=C/c1c(Cl)cccc1Cl)Nc1ccncc1	-2%	?	-29%	-10%[46.1 µM]	1%	-3%	2%	0.8%
COc1ccc(OCC(=O)N2CCN(C(=O)Cc3ccccc3)CC2)cc1	1%	-2%	-3%	11%[46.1 µM]	4%	0%	1%	-2.2%
COc1ccc(C(=O)C2CCCN(Cc3c(C)[nH]c4ccccc34)C2)c(OC)c1 (stereo not given)	0%	8%	?	-8%	-1%	-4%	5%	-0.6%
Cc1ccc(C(=O)COC(=O)c2cccs2)cc1	?	-2%	-4%	-12%[46.1 µM]	-6%	4%	3%	-1.0%
O=C(Cn1c(=S)nc2ccccn21)N1CCc2ccccc2C1	1%	-4%	1%	-9%[46.1 µM]	2%	0%	0%	-2.1%

Exported with each value named: part of the list above
structure: Cc1cc(C)nc(SCc2cn3c(C)cc(C)nc3n2)n1
  CBFb-RUNX1 inh = 13%
  Tau FP inhib = 2%
  Tau fluor counter = -3%
  NPSR antagonist = 1%
  TRb SRC2 PPI = -1%
  TexasRed fluor = -3%
  aGal spleen mod = 5%
  Epigenetic derep = -1.1%
structure: CCOC(=O)C1CCN(C(=O)c2cc3cc(Br)ccc3oc2=O)CC1
  CBFb-RUNX1 inh = 9%
  Tau FP inhib = 3%
  Tau fluor counter = 1%
  NPSR antagonist = 2%
  TRb SRC2 PPI = -4%
  TexasRed fluor = 2%
  aGal spleen mod = -9%
  Epigenetic derep = 2.6%
structure: O=S(=O)(NCc1cccc(C(F)(F)F)c1)NCc1ccccc1F
  CBFb-RUNX1 inh = -4%
  Tau FP inhib = 13%
  Tau fluor counter = -5%
  NPSR antagonist = 3%
  TRb SRC2 PPI = 4%
  TexasRed fluor = -3%
  aGal spleen mod = 11%
  Epigenetic derep = -2.7%
structure: Cc1ccccc1CSc1ccc(-c2ccc3c(c2)OCO3)nn1
  CBFb-RUNX1 inh = -3%
  Tau FP inhib = ?
  Tau fluor counter = -22%
  NPSR antagonist = 16%
  TRb SRC2 PPI = 3%
  TexasRed fluor = 2%
  aGal spleen mod = 1%
  Epigenetic derep = -2.2%

The list goes on:
SMILES	CBFb-RUNX1 inh	Tau FP inhib	Tau fluor counter	NPSR antagonist	TRb SRC2 PPI	TexasRed fluor	aGal spleen mod	Epigenetic derep
CN(C)C(=O)NC1C=CS(=O)(=O)C1 (stereo not given)	6%	1%	3%	17%	11%	-1%	-4%	-2.7%
COC(=O)[C@@H](NC(=O)NCc1ccc(F)cc1)C(C)C	-1%	2%	-8%	-7%[46.1 µM]	-13%	-4%	10%	4.4%
CCc1nnc(NC(=O)CSc2nnc(COc3cccc(C)c3)o2)s1	-12%	0%	-2%	-20%[46.1 µM]	12%	2%	4%	2.0%
CCOC(=O)NN1C(=O)c2ccccc2NC12CCCC2	1%	-2%	-5%	34%	8%	0%	22%	7.2%
O=C(CCSCc1ccccc1F)N1CCN(c2ccc(F)cc2)CC1	.	14%	-19%	.	-1%	-1%	.	-0.7%
CN1C2CCC1/C(=C\c1ccccc1)C(=O)/C2=C\c1ccccc1	-5%	?	-25%	?	7%	-3%	-5%	?
O=C(CSc1nc2c(c(=O)[nH]1)CN(Cc1ccc(F)cc1)CC2)Nc1ccc(F)cc1	8%	4%	-4%	-7%	2%	-6%	-18%	1.1%
CC1CCN(c2c(NCC3CCC(C(=O)NCc4ccc(F)cc4)CC3)c(=O)c2=O)CC1 (stereo not given)	10%	-1%	-16%	8%	1%	-1%	-3%	-1.6%
CCOC(=O)Cc1csc(NC(=O)COc2ccccc2)n1	9%	11%	1%	-12%[46.1 µM]	-2%	0%	5%	-1.1%
Fc1ccc(CSc2nncn3c2cc2occc23)c(Cl)c1	.	-14%	-24%	.	3%	-3%	.	1.8%
CCN(C(=O)COC(=O)CNC(=O)c1ccc(C)s1)c1ccccc1	-8%	?	6%	11%	-7%	0%	2%	-1.5%
O=C(CCCOc1ccccc1)NCc1ccco1	-1%	-2%	-1%	1%[46.1 µM]	-3%	1%	12%	-1.5%
O=C(OCC1CO1)C1CCCCC1C(=O)OCC1CO1 (stereo not given)	-3%[21.7 µM]	.	.	.	2%	0%	7%	.
CCN(CCn1cccn1)Cc1cn[nH]c1-c1cccc2ccccc12	2%	3%	0%	5%	3%	-3%	4%	4.6%
CC(C)(C)NC[C@H](O)COc1cccc2c1CCCC2=O	5%&-7%[21.7 µM]	.	.	.	5%&-2%[53 µM]	-1%&0%[53 µM]	3%&2%[29.1 µM]	1.4%&-1.4%[16.9 µM]
COc1ccccc1-c1nnc(SCC(=O)Nc2cc(C)on2)o1	0%	-2%	1%	-10%[46.1 µM]	-8%	-2%	-18%	0.9%
Cc1nn(CC(=O)N2CCN(c3ccccc3)CC2)c(=O)c2cccn12	.	-11%	-15%	.	1%	0%	.	13%
CCCn1c(=O)c(C(=O)Nc2ccccc2C(=O)OCC)c(O)c2ccccc21	7%	7%	3%	-11%[46.1 µM]	6%	-3%	-9%	-0.1%
Cn1c(=O)c2c(ncn2CC(=O)NC(C)(C)C)n(C)c1=O	-1%	3%	5%	6%[46.1 µM]	3%	0%	-2%	2.3%
O=C(COC(=O)c1ccc2c(c1[N+](=O)[O-])C(=O)c1ccccc1C2=O)NC1CC1	-24%	-5%	?	-33%	-4%	0%	8%	?

From PubChem

This is a subset; count on the stated rates, not on these rows.
